ELG1 repair inh = ELG1-dependent DNA repair inhibition. HEK293T ELG1-luciferase reporter, luminescence, 16 h; DNA damage induced by 5-fluorouridine. Potency, µM (series often up to 46.1 µM), inactives show top-dose activity change, negative = inhibition, most hits filed as inhibitors. 330,000 compounds, 2.3% hits. AID 504467; note: potency is the fitted concentration of half-maximal effect; % is set by controls: 0 for no effect and ±100 for the full control effect; nearly all actives have a fitted effect of over 55% in size
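Luminescence from the luciferase reporter, measured 30 min after ONE-Glo reagent at room temperature, was the read-out. Beforehand, 2,000 cells per well were exposed for 16 hr at 37 °C to 5-fluorouridine together with compound or vehicle.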
Rab9 promoter act = activators of Rab9 promoter | Huh7 Rab9 promoter-luciferase reporter, luminescence, 24 h | Potency, µM (highest dose often 9.22 µM), without a hit: at the top dose activation, negative = inhibition, hits mostly activators | 320,000 compounds, 2.8% hits | AID 485297; note: potency is the fitted concentration of half-maximal effect; % of control where 0% means no effect; nearly all actives have a fitted effect of over 60% in size
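Luminescence read-out: Huh7 cells stably expressing Rab9-luciferase, treated 24 h with compound at 37 °C, then lysed with luciferase reagent for 10 min at ambient before reading.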
ELG1 genotox = induces genotoxicity in HEK293T cells with luciferase-tagged ELG1 | Potency, µM (highest dose often 46 µM), for inactives: at the highest dose activity change, positive = activation, hits mostly activators | HEK293T ELG1-luciferase reporter, luminescence, 16 h | AID 504466 | 330,000 compounds, 1.3% hits; note: potency is the fitted concentration of half-maximal effect; % of control where 0% means no effect; nearly all actives have a fitted effect of over 60% in size
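16 hr compound incubation (37 °C, 5% CO2) of HEK293T cells carrying luciferase-tagged ELG1; luciferase then measured by ONE-Glo luminescence after 30 min at RT.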
TRPV1 ag = activates the human vanilloid receptor TRPV1; 320,000 compounds, 0.19% hits; Q8NER1; TRPV1-expressing cells, Fluo-8 calcium influx, agonist mode; activation, % at 8.33 µM; in the data active = activation above about 80%; inconclusive = between about 30% and that limit; note: 0% is about no effect
Target sequence (Q8NER1 whole entry, looked up): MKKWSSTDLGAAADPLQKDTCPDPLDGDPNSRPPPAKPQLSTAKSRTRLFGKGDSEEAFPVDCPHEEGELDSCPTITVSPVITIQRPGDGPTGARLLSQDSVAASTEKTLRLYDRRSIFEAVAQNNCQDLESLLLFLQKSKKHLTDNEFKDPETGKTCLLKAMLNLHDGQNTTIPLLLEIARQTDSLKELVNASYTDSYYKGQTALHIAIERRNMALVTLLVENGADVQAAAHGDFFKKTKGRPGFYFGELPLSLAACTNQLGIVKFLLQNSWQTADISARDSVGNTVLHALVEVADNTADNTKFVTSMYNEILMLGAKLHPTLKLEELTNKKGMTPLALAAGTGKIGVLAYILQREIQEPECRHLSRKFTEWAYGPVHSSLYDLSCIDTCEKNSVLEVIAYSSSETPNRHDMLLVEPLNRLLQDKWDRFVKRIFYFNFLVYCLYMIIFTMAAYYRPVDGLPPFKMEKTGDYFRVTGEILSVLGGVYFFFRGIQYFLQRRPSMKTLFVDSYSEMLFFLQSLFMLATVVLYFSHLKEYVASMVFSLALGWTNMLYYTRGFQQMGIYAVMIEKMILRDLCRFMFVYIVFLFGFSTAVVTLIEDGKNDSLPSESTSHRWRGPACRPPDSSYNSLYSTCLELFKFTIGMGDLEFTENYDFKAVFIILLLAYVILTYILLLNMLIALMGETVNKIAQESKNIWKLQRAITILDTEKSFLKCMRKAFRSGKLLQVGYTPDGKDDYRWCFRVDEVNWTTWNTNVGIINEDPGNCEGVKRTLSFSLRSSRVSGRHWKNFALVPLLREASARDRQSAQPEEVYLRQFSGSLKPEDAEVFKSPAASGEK
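TRPV1-expressing cells were cultured overnight at 35.5C and loaded with Fluo-8 calcium dye for 40 to 90 min at room temperature. After a 10 s baseline, compound was added and calcium influx was read kinetically for 3 min (ex 480/em 520 nm).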
Tb PFK inh = blocks T. brucei phosphofructokinase; O15648; T. brucei PFK, ADP-Glo luminescence; Potency, µM (titrated, usually from 57.5 µM), without a hit: top-dose activity, negative = inhibition, actives largely listed as inhibitors; 330,000 compounds, 0.17% hits;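 note: potency is the fitted concentration of half-maximal effect; 0% = uninhibited 1x PFK enzyme wells and -100% = no-enzyme wells; nearly all actives have a fitted effect of over 60% in size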
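1.25 nM PFK with 0.5 mM F6P and 0.1 mM ATP in 0.1 M TEA pH 8.0, 5 mM MgCl2, incubated 45 min at room temperature; ADP measured by ADP-Glo luminescence; compounds titrated up to 57 uM.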
Gal4-VP16 FLuc = inhibits Gal4-VP16 luciferase reporter, ROR gamma counter-screen; Drosophila S2 Gal4-VP16 UAS-luciferase, luminescence, 20 h; Potency, µM (titrated, usually from 53.6 µM), inactives show at the top dose activity, negative = inhibition, most hits filed as inhibitors; 310,000 compounds, 3.5% hits; AID 2546;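 note: Gal4-VP16 expression switched on by copper sulfate through the metallothionein promoter; potency is the fitted concentration of half-maximal effect; % is set by controls: 0 for no effect and ±100 for the full control effect; nearly all actives have a fitted effect of over 50% in size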
p53 reactivator = re-activators of mutant p53; Potency, µM (top dose mostly 92.2 µM), without a hit: at the top dose activity change, positive = activation, usual class: activators; AID 504706; 320,000 compounds, 0.063% hits; H1299 p53-A138V BP100-luciferase reporter, luminescence, 24 h; note: potency is the fitted concentration of half-maximal effect; % of control where 0% means no effect; nearly all actives have a fitted effect of over 45% in size
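p53-null H1299 cells stably carrying temperature-sensitive p53-A138V and a BP100-luciferase reporter were pinned with compounds (4-point, 1:5 series) and held 24 hrs at 37 deg C. Luminescence was read 10 min after detection reagent.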
NPC1 promoter act = activates the NPC1 promoter; Huh7 NPC1 promoter luciferase reporter, 24 h; Potency, µM (series often up to 9.22 µM), without a hit: at the top dose activation, hits mostly activators; 320,000 compounds, 2.4% hits;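 note: potency is the fitted concentration of half-maximal effect; % of control where 0% means no effect; nearly all actives have a fitted effect of over 60% in size; reporter is driven by a mutant NPC1 promoter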
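Luciferase expression driven by the NPC1 promoter was measured in stably transfected Huh7 cells after a 24 h compound incubation, using a luciferase reagent and a luminescence read.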
BRCA1 expr up = activators of BRCA1 expression; MCF7-BRCA1-FFLuc reporter, luminescence, 48 h; response scale: scaled: vehicle 0%, 10 µM genistein 100%; Potency, µM (doses to about 46.1 µM), for the others: top-dose activation, most hits filed as activators; 380,000 compounds, 1.1% hits; note: potency is the fitted concentration of half-maximal effect; nearly all actives have a fitted effect of over 80% in size; some results filed as inactive show a strong effect at the top dose
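Cells: MCF7-BRCA1-FFLuc, 2000/well. Exposure: 48 h, 37 °C, 5% CO2. Read: luminescence, 15 min post-substrate. Controls: genistein 10 microM (maximal activation), DMSO (neutral).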
FLuc counter = inhibits or activates purified firefly luciferase, miR-21 counter-screen. P08659. purified FLuc, Km substrates, luminescence inhibition. Potency, µM (highest dose often 57.5 µM), without a hit: at the top dose activity change, negative = inhibition, most hits filed as inhibitors. 360,000 compounds, 6.9% hits. AID 588342;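 note: potency is the fitted concentration of half-maximal effect; plate controls were vehicle for no effect and reference inhibitor for full effect; nearly all actives have a fitted effect of over 55% in size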
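Purified P. pyralis luciferase, 10 nM final, with Km-level 10 uM D-luciferin and 10 uM ATP in 50 mM Tris acetate pH 7.5, 10 mM Mg acetate, 0.01% Tween-20, 0.05% BSA; 6-point qHTS titration about 60 µM downward; luminescence read.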
RORg inh = inhibitors of mouse ROR gamma transcriptional activity; P51450; Drosophila S2 Gal4-RORgamma UAS-luciferase reporter, 20 h; Potency, µM (doses to about 53.6 µM), for the others: top-dose activity change, negative = inhibition, hits mostly inhibitors; 310,000 compounds, 5.4% hits; AID 2551; note: potency is the fitted concentration of half-maximal effect; % is set by controls: 0 for no effect and ±100 for the full control effect; nearly all actives have a fitted effect of over 60% in size
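Drosophila S2 cells stably expressing Gal4-DBD/mouse RORγ fusion under metallothionein promoter plus UAS-luciferase; compound 1 h, then 700 uM CuSO4 induction for 20 h at ambient temperature; inhibition read as reduced luminescence.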
* hit, by the source's call; ? = inconclusive; · = not tested or not shown; [ ] = another dose, or the depositor's remark. Unless noted, calls come from the whole dose curve; as a rule, active = well fitted curve in the direction sought with a large enough effect; inconclusive = small, poorly fitted or top-dose-only effect, or another doubt; inactive = no such curve, though single readings can be large; an effect the other way counts as inactive or inconclusive. No enrichment for hits; any-hit rate near 15%.

smiles	ELG1 repair inh	Rab9 promoter act	ELG1 genotox	TRPV1 ag	Tb PFK inh	Gal4-VP16 FLuc	p53 reactivator	NPC1 promoter act	BRCA1 expr up	FLuc counter	RORg inh
O=C(N/N=C\c1cccs1)c1sccc1-n1cccc1	-11%	0%	-1%	-6	-3%	?	-3%	14%	-2%	-5%	1.3µM*
CCC(=O)Nc1ccc(-c2ccc(NC(=O)CC)c(OC)c2)cc1OC	?	-4%	9%	2	1%	1%	3%	-2%	-6%	-1%	12%
O=C(c1cc(Cl)cc(Cl)c1)N1CCC(=O)N(C(COCc2ccccc2)Cc2ccccc2)CC1 (configuration not stated)	-22%	-8%	2%	26	8%	-4%	0%	3%	-46%	-2%	?
C=CCOc1ccc(S(C)(=O)=O)cc1	0%	0%	5%	-3	2%	-2%	3%	1%	24%	-2%	6%
O=C(COc1ccc(F)cc1Cl)NC1CCCCCC1	?	2.2µM*	?	24	0%	·	?	4µM*	?	8.5µM*	·
C[C@]12CC[C@@H]3c4ccc(O)cc4CC[C@H]3[C@@H]1C[C@@H](O)[C@@H]2O[C@@H]1O[C@H](C(=O)O)[C@@H](O)[C@H](O)[C@H]1O	0%	1%	0%	0	5%	0%	-1%	-2%	-18%	6%	2%
Cc1cn([C@H]2C[C@H](O)[C@@H](CCC(=O)NCCc3c[nH]c4ccccc34)O2)c(=O)[nH]c1=O	?	·	4%	·	-2%	·	4%	·	-3%	·	·
CCOc1ccc(NC(=O)CN(C)C(=O)/C=C/c2ccco2)cc1OCC	0%	-1%	0%	1	-9%	·	-1%	-4%	-13%	6%	·
COc1ccc(CCNC(=O)Cn2cccc2C(=O)c2ccccc2C)cc1OC	18%	-6%	0%	13	0%	-3%	-7%	0%	0%	0%	17%
Cc1cccc(CN2CCc3c([nH]c4ccccc34)C2C(C)(C)C)n1 (configuration not stated)	-12%	15%	-1%	15	-8%	-4%	-2%	0%	-27%	-5%	-16%
O=S(=O)(CCN1CCSCC1)c1ccccc1	21%	0%	2%	-6	2%	7%	3%	0%	-17%	-3%	9%
O=C(CN1NS(=O)(=O)c2ccccc2C1=O)Nc1ccccc1OC(F)F	-9%	2%	1%	-5	3%	27%	-1%	2%	-28%	4%	-6%
COc1ccccc1OCC(=O)N1CCNC1=O	5%	-2%	1%	1	3%	-4%	-9%	1%	3%	-5%	-15%
CCOC(=O)C1=C(COC(=O)c2ccc(OC)c(OC)c2OC)NC(=O)NC1C (configuration not stated)	?	-1%	15%	-1	-1%	·	-2%	1%	18%	-9%	·
O=C1CC(C(F)(F)C(F)(F)C(F)(F)F)=Nc2ccccc2N1	1%	-2%	4%	5	1%	-2%	10%	-4%	2%	4%	-8%
CCOC(=O)N1CCC(N(CCN(C)C)C(=S)Nc2ccc(F)c(Cl)c2)CC1	?	3%	-7%	6	-15%	13%	-3%	-2%	-13%	0%	-40%
Cc1cc(=O)[nH]c(-n2nc(C)cc2C)n1	-20%	-2%	-6%	3	3%	3.2µM*	0%	-5%	-24%	0%	1.6µM*
O=C1[C@@H]2[C@H](C(=O)N1O)[C@H]1C=C[C@@H]2C1	12%	-2%	-6%	-7	-3%	1%	?	-2%	15%	5%	-17%
O=C(NCc1ccco1)c1cc(-c2ccccc2)c(N2CCOCC2)s1	21µM*	20%	-4%	?	-3%	12%	-2%	0%	-44%	-1%	-3%
CCC(C)OC(=O)c1[nH]c2c(c1C)C(=O)CC(c1ccc(N(C)C)cc1)C2 (configuration not stated)	?	3.2µM*	?	1	-5%	-64%	?	?	1%	11µM*	?
c1cncc(-c2nnc3n2CCC3)c1	6%	-4%	1%	1	1%	0%	4%	-1%	-21%	0%	0%
CSc1nnc(NC(=O)c2cc(=O)c3cc(C)cc(C)c3o2)s1	1%	-7%	0%	0	0%	?	2%	-2%	3%	-6%	15%
Cc1c(/C=N/NC(=O)c2sc3ccccc3c2Cl)cnn1C	0%	0%	-1%	20	15%	11µM*	3%	3%	-28%	?	2µM*
O=C(COc1cccc2c1CCN(Cc1ccccc1F)C2=O)N1CCOCC1	-6%	-2%	-1%	25	-2%	-6%	-4%	1%	·	-1%	3%
Cc1cccc(C)c1NC(=O)CSc1nc(C)c(CC(=O)c2ccc(Br)cc2)c(C)c1C#N	-7%	-2%	4%	4	0%	-2%	-2%	-4%	-31%	-2%	15%
CCC(C)(C)NC(=O)C(c1cccnc1)N(CCOC)C(=O)Cn1nnc2ccccc21 (configuration not stated)	24%	-6%	-3%	1	-5%	0%	1%	-4%	-29%	16%	8%
CC(=O)c1c(C)oc(C)c1CSCc1ccc(C(=O)O)o1	?	-1%	-1%	-4	-7%	3%[0.365 µM]	?	1%	1%	4%	1%
COc1cccc(NC(=O)Cn2c(=O)n(C)c(=O)c3sc4c(c32)COC(C)(C)C4)c1	-23%	5%	2%	1	0%	1%	-2%	0%	-20%	-5%	-12%
Cc1cc(S(=O)(=O)N2CCCC2)ccc1OCC(=O)Nc1ccc(C(N)=O)cc1	8%	1%	1%	1	-1%	·	-4%	9%	-19%	0%	·
CCOc1ccc2nc(NCCCNS(=O)(=O)c3ccc(C)cc3)c(C#N)cc2c1	?	-1%	1%	0	2%	1%	-3%	-3%	1%	8%	?
Cc1ccc(Cl)cc1N1CCN(c2cccc[n+]2C)CC1	-11%	-17%	-10%	5	-16%	-8%	-4%	-11%	-40%	-2%	-3%
O=C(Nc1ccccc1)C1=C[C@@H](C2CCCCC2)C[C@@H](OCCCCO)O1	?	?	?	17	-1%	1%	9%	27%	-13%	12µM*	9%
CCN(CC)C(=O)COc1coc(CN2CCN(c3cccc(Cl)c3)CC2)cc1=O	-1%	1%	-5%	-4	-3%	-1%	-2%	1%	3%	2%	9%
COc1c([N+](=O)[O-])c(=O)oc2ccccc12	?	-2%	0%	-2	6%	?	1%	-1%	4%	?	-5%
C#CCNC(=O)C1=C[C@H](C2CCCCC2)C[C@H](OCc2ccc(CO)cc2)O1	-4%	8%	2%	0	0%	?	4%	4%	-11%	-19%	?
O=C1CC(c2ccccc2Cl)C2=C(COC2=O)N1 (configuration not stated)	9%	-1%	-4%	-5	0%	-1%	-4%	5%	-12%	2%	-7%
COC(=O)c1ccc(Oc2nc(NC(C)C)nc(SC)n2)cc1	?	-7%	-2%	-1	-2%	-1%	2%	-3%	-8%	1%	?
CCOC(=O)CCn1c(=S)n(CCC(=O)OCC)c2ccccc21	1%	-2%	-3%	3	1%	-1%	-7%	-3%	-4%	4%	-17%
Fc1cccc(C2CCCCN2Cc2nc(C3CC3)no2)c1 (configuration not stated)	0%	0%	1%	14	-2%	-4%	1%	-3%	3%	3%	1%
COc1ccc(S(=O)(=O)N(C)C[C@H]2Oc3ccc(NS(=O)(=O)c4cccs4)cc3CC(=O)N([C@H](C)CO)C[C@H]2C)cc1	?	·	4%	·	4%	·	-4%	·	-21%	·	·
Nc1ccc(C(=O)OCC(=O)N2CCN(C(=O)c3ccco3)CC2)cc1[N+](=O)[O-]	11%	1%	1%	5	-2%	-15%	14%	0%	-2%	-2%	-1%
COc1cccc(CNC(=O)c2cc(S(=O)(=O)N3CCCC3)cn2C)c1	5%	-3%	1%	-1	2%	-1%	2%	1%	20%	-2%	?
CC(=O)Nc1ccc(S(=O)(=O)NCC(=O)OCC(=O)N2CCN(c3ccccc3)CC2)cc1	-3%	0%	-1%	-4	-1%	0%	-7%	-3%	21%	?	-4%
CC(C)(C)[C@H]1COC(=O)CC/C=C\C[C@@H](CC(=O)N(CCO)Cc2ccccc2)C(=O)N1	?	·	1%	·	5%	·	-2%	·	-7%	·	·
C=CCNCCCCOc1ccc(Br)cc1C	-3%	-9%	-1%	1	-12%	-1%	-8%	-1%	-22%	2%	-16%
CNC(=S)NNc1nc(N2CCOCC2)nc(N2CCOCC2)n1	4%	-1%	3%	2	-6%	-11%	1%	0%	5%	0%	-1%
COc1ccc(/C=C/c2noc(-c3ccccc3O)n2)cc1	?	27%	?	-16	3%	?	?	?	?	3.8µM*	?
COc1cc(OC)nc(NC(=O)C(C)C)n1	2%	5%	0%	·	4%	?	-4%	10%	4%	3%	-25%
